From PubChem BioAssay
FBW7 act = activators of human E3 ligase FBW7 | Q969H0 | AlphaScreen FBW7–phospho-cyclin E peptide binding, activator screen | normalized activity (activation), % at 26.1 µM | 0.13% of 650,000 active; in the data active = normalized activity above about 1.9%;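 note: purified mutant Fbw7 with reduced substrate affinity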
TEAD-YAP inh = TEAD-YAP interaction inhibition; inhibition, % at 9.12 µM; 1.4% of 640,000 active; AID 1259422; HEK-TIYL cells, TEAD-Gal4/YAP UAS-luciferase luminescence; in the data active = inhibition above about 32%;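 note: 0% = median of test compound wells and 100% = reference inhibitor wells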
MITF primary = human MITF inhibition, primary screen. AID 1259374. 0.91% of 650,000 active. AlphaScreen MITF homodimerization, bead proximity signal. inhibition, % at 2.6 µM; in the data active = inhibition above about 50%;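 note: 0% = vehicle wells with protein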
Target sequence (O75030 whole entry, looked up): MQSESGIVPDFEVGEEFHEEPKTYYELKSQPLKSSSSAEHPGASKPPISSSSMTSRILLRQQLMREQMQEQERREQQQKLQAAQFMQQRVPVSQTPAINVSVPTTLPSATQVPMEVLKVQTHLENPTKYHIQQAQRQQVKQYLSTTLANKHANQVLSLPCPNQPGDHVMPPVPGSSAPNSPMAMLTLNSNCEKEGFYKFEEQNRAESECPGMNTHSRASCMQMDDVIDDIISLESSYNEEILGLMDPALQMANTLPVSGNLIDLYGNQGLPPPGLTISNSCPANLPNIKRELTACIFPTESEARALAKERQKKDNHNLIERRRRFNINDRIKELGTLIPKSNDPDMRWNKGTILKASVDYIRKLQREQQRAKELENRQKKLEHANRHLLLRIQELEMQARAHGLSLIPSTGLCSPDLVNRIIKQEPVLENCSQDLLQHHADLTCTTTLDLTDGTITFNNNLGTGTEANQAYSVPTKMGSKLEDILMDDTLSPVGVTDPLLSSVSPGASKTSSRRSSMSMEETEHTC
GPR151 ag = activators of human GPR151; activation, % at 11.2 µM; Q8TDV0; PathHunter beta-arrestin GPR151 cells, luminescence; 1% of 650,000 active; in the data active = activation above about 4.9%;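 note: 0% = median of compound wells and 100% = cells with positive control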
Target sequence (Q8TDV0 whole entry, looked up): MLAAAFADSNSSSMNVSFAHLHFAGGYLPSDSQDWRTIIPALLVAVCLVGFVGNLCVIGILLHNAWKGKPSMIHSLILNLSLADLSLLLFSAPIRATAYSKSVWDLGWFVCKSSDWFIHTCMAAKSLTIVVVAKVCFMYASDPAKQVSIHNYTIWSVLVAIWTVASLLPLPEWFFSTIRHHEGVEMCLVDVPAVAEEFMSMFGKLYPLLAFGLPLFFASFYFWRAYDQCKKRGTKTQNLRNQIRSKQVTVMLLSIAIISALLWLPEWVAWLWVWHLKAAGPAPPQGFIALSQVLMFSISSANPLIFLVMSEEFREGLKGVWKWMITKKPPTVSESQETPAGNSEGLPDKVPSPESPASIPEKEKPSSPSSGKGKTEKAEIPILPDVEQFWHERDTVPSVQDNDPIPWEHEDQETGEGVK
* hit, by the source's call; / = no result given. Outcome played no part in choosing rows. About 3.4% of those tested had a hit in this group.

SMILES | FBW7 act | TEAD-YAP inh | MITF primary | GPR151 ag
COc1cccc(NC(=O)C2C3C=CC4(O3)C2C(=O)N(Cc2ccc(C)cc2)C4C(=O)NC2CCCCC2)c1 (stereo unspecified) | 0.4 | 5.3 | 11.9 | -1.4
CCCc1nnc(SCC(=O)NNC(C)=O)n1Cc1ccco1 | -0.2 | -0.6 | -4.4 | -0.5
CCOc1cc(C(=O)Nc2cc(Cl)ccc2OC)cc(OCC)c1OCC | -0.3 | 12.6 | 7.4 | -0.6
CCOC(=O)C1CN(S(=O)(=O)c2ccccc2)C1 | 0.0 | 0.8 | 14.7 | -0.6
Cc1ccc(OCCCCNC(C)(C)C)cc1 | 0.0 | 12.4 | 6.6 | 0.3
FC(F)(F)c1cccc(N2CCN(Cc3cccnc3)CC2)c1 | -0.1 | 6.8 | 45.6 | -0.8
COc1ccc(C(CC(=O)O)NC(=O)C2CCCCC2)cc1 (stereo unspecified) | 0.1 | 3.5 | -7.9 | -0.4
CC(C)(C)NC(=O)CSc1nnc(-c2ccc(C(C)(C)C)cc2)o1 | 0.0 | -6.4 | 19.0 | -0.2
COC(=O)c1cc(S(=O)(=O)N2CCN(c3cccc(C(F)(F)F)c3)CC2)cn1C | -0.1 | 12.2 | 9.0 | 1.7
Cn1c(=O)[nH]c(=O)c2c1nc1n2CCC(=O)N1Cc1ccccc1 | -0.1 | 0.6 | 2.8 | 2.5
Cc1ccc(-c2nnc(NC(=O)C3CCCCC3)o2)cc1C | -0.4 | -7.0 | -10.0 | -0.9
CCCC(=O)OCCCC(C)=O | 0.0 | -7.2 | -11.1 | 0.3
OC(COc1ccccc1)CN1CCN(Cc2ccc3c(c2)OCO3)CC1 (stereo unspecified) | 0.1 | 7.8 | 15.1 | 8.4*
O=C1NC(=O)N(C2CCCCC2)C(=O)/C1=C\c1cccc2ccccc12 | -1.0 | 6.7 | 8.4 | -0.6
CCCc1cc(C(=O)Nc2cccnc2)no1 | 0.1 | -24.9 | -5.5 | -3.9
O=C(Cc1ccccc1)C1CCOC1=O (stereo unspecified) | 0.3 | -1.3 | 1.3 | 0.1
CC1CCCCN1S(=O)(=O)c1ccccc1C(=O)O (stereo unspecified) | 0.1 | 5.1 | -4.7 | 0.9
O=C1C(=O)N(Cc2cccc(I)c2)c2ccccc21 | 0.0 | 10.2 | 13.7 | -1.3
O=C(Nc1ccc2cccnc2c1)c1ccc(Br)cc1 | 0.1 | -11.9 | 3.5 | -1.0
COc1ccc(S(=O)(=O)N2CCSC2c2ccc(OC)c(OC)c2)cc1 (stereo unspecified) | 0.2 | 6.8 | 12.1 | -0.4
O=C(Oc1ccc2c(c1)O/C(=C\c1ccco1)C2=O)c1ccco1 | -1.1 | 3.2 | -2.8 | 4.2
COc1cc(C(=O)Nc2ccc(Cl)cc2[N+](=O)[O-])cc(OC)c1OC | -0.5 | -3.4 | 2.9 | -0.7
C=CCOC(=O)C1C(c2ccc(C(C)(C)C)cc2)c2c([nH][nH]c2=O)CC1(C)O (stereo unspecified) | 0.2 | 11.1 | 17.1 | -1.2
Cc1cc(Cl)ccc1NC(=O)Nc1c(C)n(-c2ccccc2)c(=O)n1C | 0.1 | 7.8 | -28.4 | 0.2
CCCCN(C(=O)NC(=O)NS(=O)(=O)c1ccc(C)cc1)S(C)(=O)=O | 0.2 | 2.8 | 15.4 | -0.6
COC(=O)c1ccccc1NC(=O)CC12CC3CC(CC(C3)C1)C2 | -0.1 | 3.6 | -0.9 | -0.8
COc1ccc(N2CCN(C(=O)CCCNC(=O)Cn3cnc4sc(C)c(C)c4c3=O)CC2)cc1 | 0.0 | 8.9 | 3.2 | 0.6
O=C(COc1ccc2[nH]c3ccccc3c(=O)c2c1)N1CCOCC1 | 0.5 | -3.0 | 7.8 | -0.5
Cc1c(N=C2N=C(NC(=O)c3cccs3)c3ccccc32)c(=O)n(-c2ccccc2)n1C | 1.2 | -6.5 | -0.3 | -0.1
Cc1cc2nc(C)c(C)c(C)n2n1 | 0.1 | 7.1 | 4.5 | 1.2
O=C(CN(Cc1ccccc1)C(=O)C(=O)Nc1ccc2c(c1)OCO2)NC1CCCCC1 | -0.1 | -0.9 | -0.9 | -1.5
CCC[C@@H]1NC(=O)[C@H]2CN(Cc3cccc(Cl)c3)CCN2C1=O | -0.1 | 14.5 | 10.9 | -0.1
Cc1cc(C)n(C(C)C(=O)N2CCc3nnc(Cc4ccccc4)n3CC2)n1 (stereo unspecified) | 0.1 | -4.0 | -8.8 | -0.8
C#C[C@]1(O)CC[C@H]2[C@@H]3CCc4cc(O)ccc4[C@H]3CCC21C (stereo partly specified) | 0.3 | -0.7 | 7.3 | -1.9
O=C(/C=C/c1cccs1)OCc1cc(-c2ccco2)on1 | 0.1 | 2.0 | 13.8 | -3.2
COc1ccccc1NC(=O)c1sc2ncn(CC(C)=O)c(=O)c2c1C | -0.3 | -11.3 | 9.5 | -0.9
CCCCOCCCNC(=O)Cc1cccs1 | 0.0 | -1.3 | 14.4 | -0.1
CC(C)(C)C(=O)Nc1c2c(nn1-c1cccc(Cl)c1)CS(=O)(=O)C2 | 0.0 | -3.5 | 21.0 | -0.8
S=c1nc(NCCCN2CCCCCC2)c2ccccc2[nH]1 | -0.1 | 4.4 | 4.5 | -1.6
Cc1ccc(S(=O)(=O)Nc2ccccc2C(=O)c2ccccc2)cc1 | 0.0 | 3.3 | -1.3 | 0.2
N#Cc1c2c(c(N3CCCCC3)[nH]c1=S)CCCC2 | -0.1 | -1.6 | -9.7 | -0.6
O=C(O)c1ccc(S(=O)(=O)N2CCC(NC(=O)c3ccccc3F)CC2)cc1 | 0.0 | 2.0 | -2.0 | 0.0
CCCNc1nc(-c2ccc(OC)cc2)nc2c1ncn2-c1ccccc1 | 0.4 | -3.4 | 9.3 | -0.2
O=C(N/N=C\c1cccnc1)c1cc(-c2ccc(Cl)s2)[nH]n1 | 0.5 | 7.0 | 2.7 | 1.0
COc1ccc(N2CCN(C(=O)Cn3cnc4sc(C)c(S(=O)(=O)N5CCOCC5)c4c3=O)CC2)cc1 | -0.2 | 0.6 | 8.7 | -1.6
CNC(=O)c1ccccc1Nc1cc(NC(=O)Cc2cccc(F)c2)ncc1C(F)(F)F | 0.6 | 72.1* | -4.6 | -2.1
Cc1ccnc(SCc2cc(=O)c(OC(=O)Cc3ccc([N+](=O)[O-])cc3)co2)n1 | -0.4 | -5.7 | 6.0 | -1.7
Cc1ccc(C(=O)N(C)Cc2ccccc2)c(Cl)c1 | -0.1 | -2.0 | -1.1 | 0.2
CC(C)CNC(=O)c1ccc2c(c1)CC(C(=O)Nc1ccc(-c3cn[nH]c3)cc1SCCN1CCCC1)CO2 (stereo unspecified) | -0.2 | 8.1 | 20.8 | 0.5
CS(=O)(=O)N(CC(=O)Nc1cccnc1)c1cc(C(F)(F)F)ccc1Cl | 0.3 | 4.4 | 19.7 | -2.2
CC1(C)Nc2ccccc2-c2c1ssc2=Nc1ccc(S(=O)(=O)Nc2nccs2)cc1 | 0.0 | 2.0 | 12.1 | -0.3
CC1Cc2ccccc2N1C(=O)CSc1cccc[n+]1[O-] (stereo unspecified) | 0.1 | 7.2 | -11.5 | -1.2
COc1cc(C(=O)OCC(=O)N2CC3(C)CC2CC(C)(C)C3)c([N+](=O)[O-])cc1OC (stereo unspecified) | -0.2 | -10.6 | -6.4 | 1.9
CCC(=O)NC(=S)NNC(=O)c1ccccc1 | -0.1 | 1.9 | 19.9 | 0.6
O=Nc1ccc(NNC(=O)c2ccccc2O)cc1 | -0.1 | -33.2 | 7.2 | -8.1
Cc1ccc(C2C3C(=O)N(C)C(=O)C3ON2c2ccccc2)cc1 (stereo unspecified) | -0.1 | -2.8 | 4.3 | 9.3*
CC1(C)CC(=O)C2=C(C1)N(c1ccccc1C#N)C(N)=C(C#N)C2c1cccs1 (stereo unspecified) | -0.2 | -13.8 | 0.6 | 0.6
O=C(CSc1nc2ccccc2n1S(=O)(=O)c1cccs1)NCc1ccccc1 | 0.0 | -9.1 | -2.0 | 2.5
CC(=O)OCCNc1cc(N(C)C)c2noc3c2c1C(=O)c1ccccc1-3 | -0.5 | 22.3 | 34.5 | 0.7
CCOC(=O)N1CCC(N2CCN(c3cc(C)ccc3C)CC2)CC1 | 0.1 | 2.7 | 9.5 | -0.3

An excerpt from above, limited to TEAD-YAP inh and GPR151 ag:
mol,TEAD-YAP inh,GPR151 ag
N#Cc1c2c(c(N3CCCCC3)[nH]c1=S)CCCC2,-1.6,-0.6
O=C(O)c1ccc(S(=O)(=O)N2CCC(NC(=O)c3ccccc3F)CC2)cc1,2.0,0.0
CCCNc1nc(-c2ccc(OC)cc2)nc2c1ncn2-c1ccccc1,-3.4,-0.2
O=C(N/N=C\c1cccnc1)c1cc(-c2ccc(Cl)s2)[nH]n1,7.0,1.0

Remaining list, next part.
SMILES | FBW7 act | TEAD-YAP inh | MITF primary | GPR151 ag
Cn1c(=O)c2cc(S(=O)(=O)N3CCOCC3)ccc2n(C)c1=O | 0.0 | -0.2 | 11.8 | 0.0
O=C(NO)c1n[nH]c(=O)c2ccccc12 | 0.0 | -6.7 | -0.3 | -0.2
CC(=O)Oc1ccc(-c2nc3ccc(C)cc3s2)cc1 | 0.1 | 97.9* | 1.4 | -6.2
Cn1c2ccccc2n2c(=O)c(=O)n(CC(=O)Nc3cccc(F)c3)nc12 | 0.1 | 6.8 | 17.2 | -1.6
Cc1cnc(N2CCN(Cc3ccc4c(c3)OCO4)CC2)nc1NCCO | -0.1 | -3.3 | -2.6 | -0.9
Cc1ccccc1NC(=O)NCCNc1cc(-n2cccn2)ncn1 | 0.3 | -4.1 | -3.5 | -2.3
CCOC(=O)COc1c(OC)cc([N+](=O)[O-])cc1[N+](=O)[O-] | 0.0 | 13.3 | 7.8 | 0.9
CCOc1ccc(C2c3[nH]c4ccccc4c3CCN2C(=O)c2ccc(Cl)cc2Cl)cc1 (stereo unspecified) | 0.1 | -14.4 | 6.8 | 0.7
COc1ccc(CCNC(=O)CCn2c(SCc3cccnc3)nc3ccccc3c2=O)cc1OC | 0.0 | -0.8 | 2.4 | 1.1
Cc1nc(NC(=O)CCC(=O)N2CCC3(CC2)NC(=O)c2ccccc2N3)sc1C | 0.1 | 6.0 | 11.8 | 1.0
NC(=O)c1cc(S(=O)(=O)Nc2ccc(Cl)cc2)co1 | -0.1 | -10.2 | 8.3 | 0.2
COc1ccc(NS(=O)(=O)CC(C)C)c(OC)c1 | -0.3 | -0.1 | 1.2 | 1.2

Single records, as listed above.
Entry for NC(=O)c1cc(S(=O)(=O)Nc2ccc(Cl)cc2)co1 = FBW7 act: -0.1; TEAD-YAP inh: -10.2; MITF primary: 8.3; GPR151 ag: 0.2
Entry for Cc1ccccc1NC(=O)NCCNc1cc(-n2cccn2)ncn1 = FBW7 act: 0.3; TEAD-YAP inh: -4.1; MITF primary: -3.5; GPR151 ag: -2.3

Remaining list, next part
SMILES | FBW7 act | TEAD-YAP inh | MITF primary | GPR151 ag
C=CCn1c(SCC(=O)Nc2ccc(OCC)cc2)nc2cc(C(=O)N3CCN(C)CC3)ccc2c1=O | -0.2 | -6.8 | -1.1 | 3.4
O=C(CSc1nnc(NC(=O)CSCc2ccccc2)s1)Nc1nccs1 | 0.1 | 0.6 | 3.2 | 0.8
COc1ccccc1N(CC(=O)Nc1ccc(Br)cc1)S(C)(=O)=O | 0.0 | 3.6 | 12.1 | 1.1
CCOC(=O)N1CCN(S(=O)(=O)c2ccc(C(=O)NC(=S)/N=c3\sc4cc(Br)ccc4n3C)cc2)CC1 | -0.1 | 0.3 | 7.3 | -0.7
Cc1ccc(C(=O)Nc2ccc3oc(-c4cccc(Br)c4)nc3c2)cc1[N+](=O)[O-] | 0.4 | 2.8 | 18.5 | 0.2
CCCCc1c(C)c(C#N)c2nc3ccccc3n2c1Nc1ccc(N(CC)CC)cc1 | 0.2 | 7.0 | 8.0 | 0.6
COc1ccc(CCNc2nc(Nc3ccncn3)ncc2C)cc1 | -0.1 | 7.4 | -4.8 | -0.4
O=C(Cn1c(CO)cnc1SCc1ccc(F)cc1)NCc1ccc(Cl)cc1 | 0.1 | -1.9 | 24.2 | -0.1
CCOC(=O)c1c(NC(=O)CSc2nnc(CNC(=O)Cc3ccc(OC)cc3)n2-c2ccc(F)cc2)sc2c1CCCCC2 | 0.2 | 4.4 | 12.9 | -1.2
Cc1ccc(OCCCCNCCO)c([N+](=O)[O-])c1 | -0.1 | -3.6 | 21.5 | -1.3
COc1ccc(S(N)(=O)=O)cc1C(=O)NCC(c1cccs1)N(C)C (stereo unspecified) | -0.1 | -1.2 | 3.2 | -1.1
Oc1ccc(-c2[nH]ncc2-c2ccc(Cl)cc2)c(O)c1 | -0.1 | 1.1 | -1.9 | 0.4
O=C(CSc1nc2ccccc2nc1Cc1ccc(F)cc1)Nc1ccc(F)cc1F | -0.1 | 4.2 | 2.9 | 1.1
Cc1ccc(C(C)C)cc1OCCCN1CCOCC1 | 0.1 | 0.5 | 34.8 | -0.9
CCCCC/C=C\C[C@H]1O[C@H]1C/C=C\C/C=C\CCCC(=O)NCCO | / | / | 1.7 | 0.1
COc1cc(OC)c(C2NC(=S)NC(C)=C2C(N)=O)cc1Br (stereo unspecified) | 0.2 | 2.6 | 4.8 | 0.4
O=C(Oc1ccc(Cl)cc1)c1ccc2c(c1)C(=O)N(c1ccc(I)cc1)C2=O | 0.0 | 6.6 | -9.5 | 0.8
COc1cccc(C2NC(=O)N(C)C(C)=C2C(=O)OC(C)C)c1OC (stereo unspecified) | -0.2 | -4.7 | -1.0 | -0.5
O=C(O)c1ccccc1-c1ccccc1C(=O)N1CCN(C(=O)c2ccco2)CC1 | 0.0 | 7.4 | 8.9 | 0.1
